m-calpain inh = calpain II (pig) inhibition | purified calpain II, fluorogenic peptide substrate, 30 min | inhibition, % at 16 µM | actives 0.37% (n = 220,000);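 active = inhibition above about 50%, limit read from the data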
TRPML3 agonist = human mucolipin-3 channel agonism; AID 1448; HEK293 TRPML3-YFP, Fluo-8 calcium fluorescence; 100% = the carbachol control signal; activation, % at 3 µM; actives 0.29% (n = 220,000); Q8TDD5;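 active = activation above its plate's cutoff, the mean activation of the plate's test wells plus 3 SD, cut at about 12% in these data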;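 also: 0% = DMSO only wells and 100% = carbachol wells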
Target sequence (Q8TDD5 whole entry, looked up): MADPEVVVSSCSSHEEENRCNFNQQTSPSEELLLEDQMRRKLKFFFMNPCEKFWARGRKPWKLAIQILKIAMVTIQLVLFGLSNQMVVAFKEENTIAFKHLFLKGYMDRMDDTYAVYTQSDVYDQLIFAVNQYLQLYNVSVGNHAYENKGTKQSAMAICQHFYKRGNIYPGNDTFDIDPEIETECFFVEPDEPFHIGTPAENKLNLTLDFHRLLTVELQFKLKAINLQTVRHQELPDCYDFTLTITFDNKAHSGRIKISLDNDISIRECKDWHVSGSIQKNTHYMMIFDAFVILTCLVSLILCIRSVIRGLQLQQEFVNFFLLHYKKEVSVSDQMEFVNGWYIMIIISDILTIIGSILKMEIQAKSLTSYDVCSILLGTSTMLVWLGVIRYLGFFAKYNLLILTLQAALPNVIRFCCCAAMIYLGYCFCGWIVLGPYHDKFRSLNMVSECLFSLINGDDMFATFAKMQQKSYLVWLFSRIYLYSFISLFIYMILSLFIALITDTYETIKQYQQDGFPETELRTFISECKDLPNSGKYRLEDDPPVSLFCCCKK
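Test system – HEK293 line with stable expression of human TRPML3-YFP channel · Control set – carbachol 87 µM final as high control (100%), DMSO as low control (0%) · Signal – Fluo-8 calcium dye fluorescence, ex 470-495, em 515-575 nm · Incubation – 1-h 37 °C dye load, 5-s basal, 120-s post-compound reads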
KCC2 mod = modulates chloride dependent transport by human KCC2; Q9H2X9; KCC2 cells, thallium flux FluoZin-2 fluorescence; B-score of Tl+ flux slope (higher = more flux/activation; lower = inhibition) at 10 µM; actives 2.2% (n = 190,000); AID 1456;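 active = thallium flux slope and its plate-corrected score both differing from the plate sample mean at a set confidence after two filtering rounds, in either direction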;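 also: slope of fluorescence scaled to starting intensity during 10 to 20 s after thallium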
EBV gp42 inh = EBV gp42 inhibition. AID 1085. actives 0.42% (n = 220,000). Fluorescence polarization binding assay, mP read-out. inhibition, % (tested at 21.74 µM); in the data active = inhibition above about 50%
Target sequence (Q1HVG2 whole entry, looked up): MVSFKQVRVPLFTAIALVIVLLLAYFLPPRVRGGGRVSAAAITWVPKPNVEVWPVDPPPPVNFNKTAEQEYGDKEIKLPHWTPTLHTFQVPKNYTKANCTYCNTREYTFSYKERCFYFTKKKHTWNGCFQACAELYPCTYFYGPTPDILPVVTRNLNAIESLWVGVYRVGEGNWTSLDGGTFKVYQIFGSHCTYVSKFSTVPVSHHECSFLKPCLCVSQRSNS
Thrombin inh = inhibitors of human thrombin; alpha-thrombin, Boc-VPR-AMC fluorogenic substrate cleavage; actives 0.26% (n = 220,000); inhibition, % at 5 µM; AID 1046;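 active = inhibition at or above 40%; inactive = inhibition below 40%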;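 also: 0% = enzyme with no compound and 100% = wells without enzyme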
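Material: human alpha-thrombin protein; Also added: Boc-VPR-AMC substrate, 15 µM final; Timing: enzyme reaction carried out at room temperature; Signal: fluorescence, ex 355 nm, em 460 nm; Measure: % inhibition of thrombin; Controls: enzyme without compound as high, wells lacking enzyme as low.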
Tb hexokinase = T. brucei hexokinase 1 inhibition | inhibition, % at 10 µM | actives 0.11% (n = 220,000) | AID 1430 | recombinant TbHK1, G6PDH-coupled NADH A340;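 active = inhibition of 50% or more in the single-dose primary screen; inactive = inhibition below 50%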
PPC-1+TRAIL kill = compounds killing PPC-1 cancer cells with TRAIL present (potentiator screen, no TRAIL-free arm). PPC-1 cells + TRAIL, ATPLite viability luminescence. cell killing (% activity), % at 4 µM. actives 0.41% (n = 220,000). AID 1443;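 active = cell killing above 50% in the first pass at 4 µM, then a duplicate retest at 5 µM averaging 50% or more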;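 also: plate controls were cells with TRAIL plus DMSO for no effect and medium-only wells lacking cells for full effect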
zfTRPN1 agonist = activates the zebrafish TRPN1 channel; actives 0.18% (n = 220,000); HEK293 zebrafish TRPN1-YFP, Fluo-8 calcium fluorescence; 100% = response to 87 µM carbachol; activation, % at 3 µM;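 active = activation above its plate's cutoff, the mean activation of test wells on that plate plus 3 SD, cut at about 19% in these data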;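 also: 0% = DMSO alone and 100% = 87 µM carbachol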
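Assay system: Zebrafish TRPN1-YFP in HEK293 cells | Incubation: Dye loading 1 h at 37 °C, then 30 min room temperature | Measured by: Kinetic Fluo-8 fluorescence, ex 470-495, em 515-575 nm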
Furin inhibitor = inhibitors of human furin; P09958; purified furin, fluorogenic substrate cleavage; inhibition, % at 30 µM; actives 0.061% (n = 220,000); AID 463115; in the data active = inhibition above about 25%; also: inactives centre near -15
Active calls of the source: *; / = not tested or not shown; [ ] = dose if it differs, or a comment. An unsorted share of the library; about 3.6% have a hit in one of these screens.

SMILES	m-calpain inh	TRPML3 agonist	KCC2 mod	EBV gp42 inh	Thrombin inh	Tb hexokinase	PPC-1+TRAIL kill	zfTRPN1 agonist	Furin inhibitor
Nc1ccc(N2CCN(c3ccc(Cl)c(Cl)c3)CC2)cc1	7	0.8	-1.6	-7	-8	-4	23	0.6	-12
Cn1cc(Cl)c(-c2nc3ccccc3[nH]2)n1	-35	0.6	0.033	-13	-1	-4	1	-0.5	-12[20 µM]
CNC(=O)CC1C(=O)N(c2ccc(Cl)cc2)C(=S)N1CCc1ccc(OC)c(OC)c1 (centres undefined)	-14	0.4	0.44	-9	1	13	2	0.8	-28
Cc1nc2ncnn2c(C)c1CCC(=O)NCCCN1CCN(c2cccc(Cl)c2)CC1	-11	0.8	0.071	-16	-9	-1	4	-0.3	-22[20 µM]
COc1ccc(N2C(=O)CC(C3CCCO3)C2=O)cc1 (centres undefined)	-15	1.1	-0.51	-12	-13	3	0	0.2	-23
Clc1ccc(C2=Nn3c(nnc3-c3n[nH]c4c3CCC4)SC2)cc1	7	-1.3	1.6	-10	5	31	18	-0.9	-9
COC(=O)c1c(NC(=S)Nc2ccccc2Cl)sc(C)c1C	-62	0.1	6.3*	-7	2	-7	5	0.9	-3
CCOC(=O)CC1=Nc2ccccc2NC(=O)C1	24	0.4	/	-12	5	-14	-14	-0.3	-13
CC1Cc2ccccc2N1C(=O)c1cnsn1 (centres undefined)	-15	0.1	/	-2	4	-2	46	0.0	-3[20 µM]
CCOC(=O)c1cnc(SCC(=O)Nc2ccc(N3CCOCC3)cc2)nc1N	2	0.8	0.28	-20	6	-16	5	1.1	-16[20 µM]
[N-]=[N+]=CC(=O)c1ccnc(C(=O)C=[N+]=[N-])c1	-20	0.3	/	-10	3	-25	-9	0.2	-24
Cc1ccc(OCC(=O)NNc2c3ccccc3nc3ccccc23)cc1	9	0.4	-1.7	17	-9	19	19	1.5	-5
CCOC(=O)C1CCN(c2c(N3CCCC(C(=O)OCC)C3)c(=O)c2=O)CC1 (centres undefined)	-13	0.5	-0.042	-12	2	-18	15	0.3	-16
C=C(C)Cn1c(CCCNC(=O)CCC)nc2ccccc21	-13	0.1	-0.2	-16	-1	-3	21	0.3	-13
Cc1cccc(NC(=O)C(NS(=O)(=O)c2ccc3c(c2)CCC(=O)N3)c2ccccc2)n1 (centres undefined)	-11	-0.1	0.15	-27	3	7	-8	0.1	-24
S=c1nc(-c2cccc(Cl)c2)[nH][nH]1	-29	0.9	/	-12	1	-2	13	1.7	-24
COc1cc([N+](=O)[O-])c(N2CCOCC2)c([N+](=O)[O-])c1OC	-13	0.0	-0.09	4	0	-10	-9	1.1	-20
O=c1onc(-c2cccs2)n1Cc1ccccc1	-3	-0.4	0.11	13	1	4	15	-1.3	-14[20 µM]
CC(C)NC(=S)N/N=C/c1cccnc1	2	-0.4	0.0043	1	-8	-9	-9	0.3	-5
COc1ccc(OCC(O)CNC(=O)Nc2ccc(F)cc2)cc1 (centres undefined)	-7	-0.7	-1	-10	0	-10	3	-1.4	-12
CCCCCCCCNC(CO)(CO)CO	-4	0.3	0.18	-23	-4	-7	-8	1.6	-17
COC(=O)c1c(NC(=O)COC(=O)[C@@H](NS(=O)(=O)c2ccc(C)cc2)C(C)C)sc2c1CCC2	-19	29*	-0.34	4	-1	18	19	-0.3	-6
CCC(=O)Nc1c(C)ccc2nsnc12	8	0.4	0.35	0	-6	-6	-5	-0.2	-9
O=C1NC(=S)N/C1=C\c1ccccc1OCc1ccc(C(=O)O)cc1	-10	0.1	/	0	-4	-16	-8	-0.2	-20
CC/C(O)=C1\C(=O)CC(C)(C)CC1=NCCc1nc2ccccc2[nH]1	-3	0.4	/	6	-6	-1	1	-2.2	-12
CCCCSc1cc(=O)n(-c2ccccc2)nc1C(=O)OCC	29	0.2	-0.23	-26	-1	-2	12	2.4	-19[20 µM]
CC(=O)Nc1cccc(N(C(=O)C2COc3ccccc3O2)C(C(=O)NC2CCCCC2)c2cn(C)nc2C)c1 (centres undefined)	-36	0.7	1.1	-7	-1	-6	12	2.9	-27
Cc1cc([N+](=O)[O-])nn1CCCC(=O)N1CCN(c2ccccc2)CC1	26	0.5	0.028	-7	15	33	36	0.3	4
COc1ccc([N+](=O)[O-])cc1N(CC(=O)Nc1ccccc1C(=O)N1CCCC1)S(C)(=O)=O	12	-0.1	/	13	-6	-11	-8	0.7	-3
CC1=C([N+](=O)[O-])C(c2cccc(Br)c2)C2=C(N1)c1ccccc1C2=O (centres undefined)	-97	0.5	-0.77	0	-8	-10	20	-1.3	-15[20 µM]
COc1cc(/C=C/C(=O)OCC(=O)Nc2cc(C(F)(F)F)ccc2N2CCOCC2)ccc1O	2	0.9	0.98	-6	-2	-8	-4	0.2	-19
CCOC(=O)N1CCN(C(=O)CC(=O)Nc2ccc3nc4n(c(=O)c3c2)CCCCC4)CC1	0	0.8	-0.26	-2	3	-6	7	0.9	-21
COc1ccccc1NC(=O)/C=C\C(=O)O	77*	0.4	0.067	-7	-6	0	19	-0.5	-24
COc1ccc(C2CC(C(F)(F)F)n3ncc(C(=O)NCC4CCCO4)c3N2)cc1OC (centres undefined)	-40	0.2	1.8	15	-1	3	10	-0.1	-21
Cc1cc(/C=N/n2c(COc3ccccc3C)nc3ccccc3c2=O)c(O)c([N+](=O)[O-])c1	13	0.0	-1.3	1	1	3	36	-0.4	-11
ClC(Br)=C(n1cnc2ccccc21)n1cnc2ccccc21	-11	-1.1	0.1	-16	-6	2	-2	-2.0	-23[20 µM]
Cc1ccc(N2C(=O)C3C4C=CC(CNC(=S)Nc5cccc(Cl)c5)(O4)C3C2=O)cc1 (centres undefined)	13	1.5	-0.75	15	4	24	20	0.0	-10
CC1(C)CC(=O)C=C(NCc2ccc(Cl)c(Cl)c2)C1	-25	-0.1	-1.6	-13	-4	0	6	2.6	-6[20 µM]
CCC(C)NC(=O)C1CCN(C(=O)c2ccccc2)CC1 (centres undefined)	-1	0.8	/	-19	0	1	9	0.8	-10
Cc1cc(C)cc(N(C(=O)CNS(=O)(=O)c2ccccc2)C(C(=O)NCc2ccccc2)c2ccc(C)o2)c1 (centres undefined)	10	-0.8	-2	9	19	26	5	0.1	-2
O=C(N/N=C/c1cccs1)c1cc(-c2cccc3ccccc23)n[nH]1	-24	0.0	-0.78	-4	-5	-3	-10	1.2	-7
Clc1ccccc1OCc1nc(-c2ccncc2)no1	-1	-0.1	-2.6	-8	7	0	23	0.6	-19[20 µM]
O=C(Nc1ccc2c(c1)OCO2)C1CCCN1C(=O)Nc1cccc(F)c1 (centres undefined)	-12	0.5	1.1	3	-5	9	3	-0.2	-13
Cc1cccc(-n2c(-c3csc(C(C)C)c3)n[nH]c2=S)c1	-24	0.1	7.6*	11	-3	-2	16	-0.9	1[20 µM]
Cc1ccc(-c2nc3ccccc3[nH]2)s1	-323	-0.8	/	19	-6	-33	47	0.5	-114
Cc1cc(C)c(N(C(=O)CN2C(=O)c3ccccc3S2(=O)=O)C(C(=O)NCC2CCCO2)c2ccc(F)cc2)c(C)c1 (centres undefined)	-61	2.2	-1.2	8	3	16	-5	6.2	-24
Cc1ccc(NC(=O)COC(=O)c2ccn(C)n2)cc1	-4	0.8	1	-14	2	5	32	1.3	3[20 µM]
COc1ccc(/C=N/c2c(-c3ccc(OC)cc3)nc3n2CCS3)cc1	-22	0.6	0.053	4	-3	-4	-7	0.4	-21[20 µM]
CCOC(=O)c1sc(NC(=O)/C=C/c2cnn(C)c2C)c(C(=O)OCC)c1C	-181	1.3	1.2	9	47*	-16	19	1.0	-16[20 µM]
CCCNC(=O)c1cc(-c2ccc(OC)cc2)on1	-33	-0.1	/	-1	-5	-5	43	-0.5	-14[20 µM]
O=C(NN1CCOCC1)c1ccc(S(=O)(=O)N2CCCCC2)cc1	13	0.8	0.3	-7	22	11	25	1.8	-9
O=C(NNC(=O)c1ccccc1Br)c1ccc(SCC2CCCO2)c([N+](=O)[O-])c1 (centres undefined)	12	-0.3	-0.8	-19	6	-6	-1	1.1	-23[20 µM]
N#Cc1sc(NCc2ccccc2)nc1Cl	6	0.9	-1.3	-6	-7	1	-3	1.5	-15

Gathered by group: the entries above with an aryl methoxy group.
SMILES	m-calpain inh	TRPML3 agonist	KCC2 mod	EBV gp42 inh	Thrombin inh	Tb hexokinase	PPC-1+TRAIL kill	zfTRPN1 agonist	Furin inhibitor
CNC(=O)CC1C(=O)N(c2ccc(Cl)cc2)C(=S)N1CCc1ccc(OC)c(OC)c1 (centres undefined)	-14	0.4	0.44	-9	1	13	2	0.8	-28
COc1ccc(N2C(=O)CC(C3CCCO3)C2=O)cc1 (centres undefined)	-15	1.1	-0.51	-12	-13	3	0	0.2	-23
COc1cc([N+](=O)[O-])c(N2CCOCC2)c([N+](=O)[O-])c1OC	-13	0.0	-0.09	4	0	-10	-9	1.1	-20
COc1ccc(OCC(O)CNC(=O)Nc2ccc(F)cc2)cc1 (centres undefined)	-7	-0.7	-1	-10	0	-10	3	-1.4	-12
COc1ccc([N+](=O)[O-])cc1N(CC(=O)Nc1ccccc1C(=O)N1CCCC1)S(C)(=O)=O	12	-0.1	/	13	-6	-11	-8	0.7	-3
COc1cc(/C=C/C(=O)OCC(=O)Nc2cc(C(F)(F)F)ccc2N2CCOCC2)ccc1O	2	0.9	0.98	-6	-2	-8	-4	0.2	-19
COc1ccccc1NC(=O)/C=C\C(=O)O	77*	0.4	0.067	-7	-6	0	19	-0.5	-24
COc1ccc(C2CC(C(F)(F)F)n3ncc(C(=O)NCC4CCCO4)c3N2)cc1OC (centres undefined)	-40	0.2	1.8	15	-1	3	10	-0.1	-21
COc1ccc(/C=N/c2c(-c3ccc(OC)cc3)nc3n2CCS3)cc1	-22	0.6	0.053	4	-3	-4	-7	0.4	-21[20 µM]
CCCNC(=O)c1cc(-c2ccc(OC)cc2)on1	-33	-0.1	/	-1	-5	-5	43	-0.5	-14[20 µM]

High-throughput results: PubChem, several laboratories
